mHTT CaM bind: disrupts binding of mutant huntingtin to calmodulin. AlphaScreen His-mHTT/GST-CaM binding, luminescence. inhibition, % at 15 µM. actives 3.6% (n = 190,000). AID 1671202;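 further: 0% = both proteins with DMSO and 100% = one protein alone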
Pf apPOL block: Pf-apPOL DNA polymerase inhibition | Recombinant Pf-apPOL, molecular beacon fluorescence, 1.5 h | inhibition, % at 10 µM | actives 0.25% (n = 210,000)
Numbers without * were called inactive; / = no result given; & = joins results of further samples. No stated cut-off is given here; in the data, active means inhibition above about 50%; inactive means the rest.

SMILES	mHTT CaM bind	Pf apPOL block
Cc1c(C(=O)N(C)CCc2ccccn2)sc2ncnc(N3CCN(c4ccccc4)CC3)c12	27	-1
Cc1ncc([N+](=O)[O-])n1Cc1ccccc1Cl	3	1
COc1cc(C2=NOC(C(=O)Nc3ccc(C#N)cc3)C2)cc(OC)c1OC (stereo not given)	0	-4
COc1cccc(C2C=C(c3ccc(C)cc3)Nc3nnnn32)c1OC(F)F (stereo not given)	10	1
COC(=O)c1ccc(Oc2coc3c4c(ccc3c2=O)OCN(c2ccc(OC)cc2OC)C4)cc1	55*	-7
CC(=O)NC(=O)CC(=O)c1ccccc1	10	-1
Fc1ccc(CNc2ncnc3c2nc2n3CCCCC2)cc1	2	-3
CCN1C(=O)Cc2cc(C(=O)N3CCN(c4cc(C)ccc4C)CC3)ccc21	43	-2
O=C(Nc1ccc(F)cc1)c1cc2cc([N+](=O)[O-])ccc2oc1=O	2	-6
CS(=O)(=O)N1CCN(CC(=O)c2ccco2)CC1	-10	-4
O=S(=O)(O)CCC[n+]1ccc(/C=C/c2c[nH]c3ccc(Br)cc23)cc1	8	-2
CCc1ccccc1-n1cnc2cc(C(=O)NC3CCCC3)ccc21	4	24
CN(CCNC(=O)c1cc(-c2cccnc2)nc2ccccc12)Cc1ccccc1	9	-15
COCC(=O)N1CCCc2ccc(NC(=O)c3ccno3)cc21	-8	-6
O=C(Nc1nnc(-c2ccco2)o1)c1c[nH]c2ccccc12	72*	-28
CCCc1nc2c(c(=O)n1CC(=O)NCc1ccc(F)cc1)CCN(Cc1ccccc1)C2	15	-8
CCCN(C)C(=O)c1ccc2c(c1)N(C(=O)NC)CC2	1	3
O=C(NC1CCCC1)C1CCN(c2nc3cccnc3s2)CC1	3	1
O=C(Nc1nc(CC(=O)N2CCN(c3ccccc3Cl)CC2)cs1)NC1CCCC1	6	-20
Nc1nonc1-c1nc2ccccc2n1CC(=O)Nc1ccc2c(c1)CCC2	-3	-5

Six compounds picked at random from those above, as already listed:
SMILES	mHTT CaM bind	Pf apPOL block
O=C(NC1CCCC1)C1CCN(c2nc3cccnc3s2)CC1	3	1
CCCc1nc2c(c(=O)n1CC(=O)NCc1ccc(F)cc1)CCN(Cc1ccccc1)C2	15	-8
Nc1nonc1-c1nc2ccccc2n1CC(=O)Nc1ccc2c(c1)CCC2	-3	-5
CCc1ccccc1-n1cnc2cc(C(=O)NC3CCCC3)ccc21	4	24
CN(CCNC(=O)c1cc(-c2cccnc2)nc2ccccc12)Cc1ccccc1	9	-15
O=C(Nc1nnc(-c2ccco2)o1)c1c[nH]c2ccccc12	72*	-28

(further entries)
SMILES	mHTT CaM bind	Pf apPOL block
O=C1[C@H]2[C@H](C=CC[C@H]2C(=O)N2CCN(c3ccccc3)CC2)CCN1Cc1ccc(Cl)c(Cl)c1	22	-4
O=c1[nH]cc(N2CCN(Cc3ccccc3)CC2)c(=O)[nH]1	/	-4
Clc1ccc(Cl)c(-c2nc3ccccc3o2)n1	-6&-6	0
C=CCn1cnc2c1c(=O)n(CC(C)C)c(=O)n2-c1ccccc1Cl	5	-2
CC(C)Oc1ccc(NC(N)=O)cc1	-4	-1
COCCCNC(=O)c1cc2c(s1)CCN(C(=O)c1ccccc1)C2	-6	-2
O=S(=O)(Cc1ccccc1)Nn1cnnc1	1	-4
Cc1ccc(C2C(C#N)=C(N)SC(N)=C2C#N)s1	15&37	44
COc1cccc(C(=O)Oc2ccc3c(c2)OC(=Cc2ccc(OC)c(OC)c2OC)C3=O)c1	6	-3
CCOc1ccc(C(=O)/C=C/Nc2ccc(S(=O)(=O)Nc3nnc(CC)s3)cc2)cc1	10	8
CCCOc1ccc(CSC2=NCCN2)cc1[N+](=O)[O-]	6&1	0&-3
O=C(c1csc(N2CCN(c3ccccc3)CC2)n1)N1CCOCC1	1	-1
COc1ccc(/C=C2\Cc3ccccc3C2=O)cc1OC	23	0
CC1CCN(CC2CCN(S(=O)(=O)c3ccc(F)cc3)CC2)CC1	-8	-1
Cc1ccc(-n2c(=O)n(C3CC3)c(=O)c3c2ncn3Cc2ccccc2)cc1	5	-4
O=C(CSc1ccc(F)cc1)Nc1nnc(C2CC(=O)N(c3ccccc3)C2)o1 (stereo not given)	21	4
COc1cc(NC(=O)CN2C(=O)NC3(CCC(C(C)(C)C)CC3)C2=O)cc(OC)c1OC (stereo not given)	1	-1
CCOc1ccc(CNC(=O)c2cc3n(n2)CCCN(Cc2cccc(F)c2)C3=O)cc1	13	-1
COc1ccc2oc(=O)c(C(=O)Nc3ccccc3OC)cc2c1	26	2
COc1cc(O)c(C(CC(=O)N2CCOCC2)c2ccc3c(c2)OCO3)c(OC)c1 (stereo not given)	2	-7
C=CCNC(=O)c1cc(S(=O)(=O)N2CCc3ccccc32)ccc1Sc1ccc(F)cc1	3	-7
O=[N+]([O-])c1ccc(CSc2nnc(-c3ccncc3)n2Cc2ccccc2)cc1	10	-2
Cc1nc(SCC(=O)c2ccc(O)cc2O)n[nH]1	1	-2
CCc1ccc(Oc2cc(N3CCC(C(=O)NCC4CCCO4)CC3)ncn2)cc1 (stereo not given)	0	-346
COc1ccc(C2=N/C(=C/c3cccc(Cl)c3Cl)C(=O)O2)cc1	-1	-3
CSc1ccc(S(=O)(=O)Nc2ccc(C(=O)NCc3ccccc3)cc2)cc1	3	7
O=c1oc(/C=C/c2ccc([N+](=O)[O-])cc2)nc2ccc(Cl)cc12	-1	4
COc1cc2c(cc1OC)CN(C(=O)CSc1nnc3cc(C)c4ccccc4n13)CC2	-2	-5
Cc1ccc2nsnc2c1NC(=O)c1cc(Cl)ccc1Cl	-2&-1	8&-8
CC[C@@H]1C(c2ccccc2)=NN(c2ccc(Br)cc2)[C@H]1C(=O)N1CCOC1=O	31	0
O=[N+]([O-])c1ccccc1-c1ccccc1Br	-12	5
Cc1cc(-c2cc(-c3cc(Br)cs3)nc(N)n2)ccc1Cl	/	-4
CC(C)CCN1CC(=O)N(Cc2ccc(Cl)cc2)C(c2cccnc2)C1=O (stereo not given)	-1	0
O=S(=O)(c1ccccc1F)N1CCC(c2noc(-c3ccccc3)n2)CC1	-8	-1
COc1cccc(NC(=S)NNC(C)(C)C)c1	/	9&-1
O=C(Nc1nnc(CC2CCCC2)s1)c1cnccn1	10	-2
O=C(Cc1c(F)cccc1Cl)N1CCN(C(=O)C2CC2c2ccc3c(c2)OCO3)CC1 (stereo not given)	4	-1
c1ccc(CCCN2CCN(Cc3ccccc3)CC2)cc1	1	1
COC(=O)COc1ccc(C=C2Oc3cc(OC)ccc3C2=O)cc1	2	-7
COc1cccc2cc(C(N)=O)c(=O)oc12	1	0
Cc1ccc(CSc2nnnn2-c2ccccc2)cc1	-220	7
Cc1ccc(S(=O)(=O)N2CC(c3nc(C4CC4)no3)C2)s1	-25	-5
Cc1ccc(NC(=O)Nc2ccc3nnc(C)n3c2)cc1	-5	4
Cc1ccc(S(=O)(=O)N(CC(=O)Nc2cccnc2)c2cc(C)cc(C)c2)cc1	5	0
Fc1ccc(Br)cc1C1CC(c2ccc(Br)cc2)Nc2ncnn21 (stereo not given)	9	-1
Cc1ccc(NC(=O)CSc2nnc(C)c3ccccc23)cc1	2	-15
COc1ccc(C=C2Oc3cc(OCC(C)=O)ccc3C2=O)cc1	9	2
COc1ccc(N2C(=O)CSC2c2ccc(Br)cc2)cc1 (stereo not given)	-2	-2
c1cc2c(cc1Nc1nc(N3CCOCC3)nc(N3CCOCC3)n1)OCO2	-4	7
COc1cc(NC(=O)Cn2nc(C(F)(F)F)c(Cl)c2C)cc(OC)c1OC	3	2

More compounds
SMILES	mHTT CaM bind	Pf apPOL block
COc1ccc(CC(=O)Nc2c3c(nn2-c2cccc(Cl)c2)CS(=O)C3)cc1OC (stereo not given)	-8	-6
O=C(C1CC(=O)N(c2ccc3c(c2)CCN3C(=O)C2CC2)C1)N1CCOCC1 (stereo not given)	1	0
COc1ccc(CCN2CC(C(=O)N3CCOCC3)CC2=O)cc1OC (stereo not given)	-2	-6
O=C(CCCc1ccccc1)Nc1ccc(F)cc1[N+](=O)[O-]	29	-1
CCC1CCCCN1Cc1c(F)cccc1F (stereo not given)	-8	-7
CC1(C)C(=O)OC(c2ccccc2F)C2(CCCCC2)C1=O (stereo not given)	-6	1
O=C(NCc1cccnc1)c1cccn2c(=O)c3sccc3nc12	9	-2
CCOC(=O)c1sc(NC(=O)COc2ccc(Cl)cc2)nc1C	-15	6
CCN(CC)CCN(C)Cc1cc(I)c(O)c(OC)c1	0	9
COc1cc(NC(=O)c2cn3c(n2)CN(CC(C)C)CC3)cc(OC)c1	23	-5
CCc1cccc(C)c1NC(=O)c1cc(OC)c(OC)c(OC)c1	-7	4
CC(=O)NCCc1csc(C2CCCN(C(=O)c3ccncc3)C2)n1 (stereo not given)	0	1
COc1ccc(C(=O)C=Cc2ccc(C(=O)O)cc2)c(OC)c1	1	6
Cc1ccc(OCC(=O)N2CCCC2)c(C)c1	4	3
Cc1cccn2c(=O)nc(SCc3ccc([N+](=O)[O-])cc3)nc12	1	-9
COc1cc(Br)c(Cc2nc3ccccc3[nH]2)cc1OC	2	-3
Cc1cc(C(=O)NCC(C)C)nc2cc(-c3ccccn3)nn12	-11	-3
COc1ccc(C(O)=C2C(=O)C(=O)N(CCCN(C)C)C2c2cccc(OC)c2)cc1 (stereo not given)	-3	0
O=C(CSc1nc2ccccc2s1)c1cccc([N+](=O)[O-])c1	12	-6
CC(=O)C[C@H]1c2cc(F)ccc2S(=O)(=O)N1c1ccc(N(C)C)cc1	15	-2
COc1ccc(-c2cc(C(=O)Nc3c(Cl)cccc3Cl)no2)cc1	-1	-3
Cc1nc2ccccc2n1S(=O)(=O)c1ccc(F)cc1	-4	-52
COc1cc2c(cc1OC)CN(Cc1ccccc1)CC2	3	0
CC1(C)CC(=O)C2=C(C1)Nc1nc(SCc3ccccc3)nn1C2c1ccc(O)cc1 (stereo not given)	1	-3
Cc1c(C(=O)Nc2ccccc2SCc2cccc(Cl)c2F)cnn1-c1ccccc1	/	-5
C=CCn1c(=N)n(CC(=O)c2ccc(Cl)c(Cl)c2)c2ccccc21	-46	-4
CCN(Cc1ccccc1)C(=O)C1(S(=O)(=O)c2ccc(Cl)cc2)CC1	-5	-5
CCCNC(=O)C1(c2ccc(NS(C)(=O)=O)cc2)CC1	-11	-1
CCC1CN2C=NC(N3CCN(C(=O)Nc4ccccc4C(F)(F)F)CC3)=CC2=N1 (stereo not given)	1	-6
O=Cc1ccc(OCc2ccccc2Cl)c(Cl)c1	-117	-15
COCCCN1COc2ccc3cc(-c4ccc(OC)c(OC)c4)c(=O)oc3c2C1	-8	-8
CSc1ssc(=Nc2ccc(OC(F)(F)F)cc2)c1-c1ccccc1	/	-3
COc1cc(NC(=O)c2cccc(Br)c2)c(OC)cc1Cl	3	-2
Cc1ccc(CNC(=O)C2COc3ccc(NC(=O)CC(C)C)cc3C2)cc1 (stereo not given)	-5	3
Cc1nc2ccccc2c2c1C(=O)N(c1ccc(Cl)cc1Cl)C2=O	-2	-4
CCCOc1cccc(C(=O)Nc2sc3c(c2C(N)=O)CCCC3)c1	2	-10
Cc1cccc(C2=N/C(=C\c3cc(Br)cs3)C(=O)O2)c1	12	-2
COC(=O)c1c(NC(=O)c2ccc3ncsc3c2)sc2c1CC(C)(C)NC2(C)C	2	1
CSCc1csc(NC(=O)c2ccc(F)c(F)c2)n1	2	3
COc1cc(Br)cc(/C=C2/NC(=O)NC2=O)c1O	6	-3
CNC(=O)c1ccc(Nc2nnc(-c3ccc(O)cc3)c3ccccc23)cc1	16	3
O=C(NCc1cccnc1)c1c(Cl)cccc1Cl	-5	1
COc1ccc(-n2cnc3cc(N=Cc4ccc(N(C)C)cc4)ccc32)cc1	3	14
COc1ccc(N(C(C)C(=O)Nc2ccc(Br)cc2)S(C)(=O)=O)cc1 (stereo not given)	2	-4
CC(C)NC(=O)c1ccc2c(c1)CCN2C(=O)C1CC1	-3	-4
O=C(Nc1ccccc1C(=O)O)c1cncc(Br)c1	-2	2
COc1ccc2[nH]c3ccc([N+](=O)[O-])cc3c(=O)c2c1	2	-2
COc1cccc(C(CC(=O)NCC2CCCO2)NS(=O)(=O)c2ccc(F)cc2)c1OC (stereo not given)	-8	-4
COC(=O)c1ccc(C(=O)NCC2CCN(c3ncccn3)CC2)cc1	-9	-2
CC(C)N1C(=O)S/C(=C\c2cc3c(cc2Br)OCO3)C1=O	6	-5

Profiles, looked up by structure. Screens in order: mHTT CaM bind	Pf apPOL block
CC(C)NC(=O)c1ccc2c(c1)CCN2C(=O)C1CC1 in the list: -3	-4
COc1cccc(C(CC(=O)NCC2CCCO2)NS(=O)(=O)c2ccc(F)cc2)c1OC (stereo not given) in the list: -8	-4
O=C(Nc1ccccc1C(=O)O)c1cncc(Br)c1 in the list: -2	2
O=C(NCc1cccnc1)c1c(Cl)cccc1Cl in the list: -5	1
COc1ccc(N(C(C)C(=O)Nc2ccc(Br)cc2)S(C)(=O)=O)cc1 (stereo not given) in the list: 2	-4

Continued.
SMILES	mHTT CaM bind	Pf apPOL block
O=C(Nc1ccccc1C1CC1)c1ccccc1Cl	-8	-4
Fc1ccc(C2=CC(c3cc(Br)ccc3OC(F)F)n3nnnc3N2)cc1 (stereo not given)	8	2
Cc1cccc(-c2nc(C3CCN(S(=O)(=O)c4cccc(Cl)c4)CC3)no2)c1	-5	-3
O=C(Cc1cccc2ccccc12)NCC1(O)CCc2ccccc21 (stereo not given)	-4	-12
CC(=O)N(Cc1ccco1)CC1C(C)C=C(C)CC1C (stereo not given)	13	-13
COc1ccc2c(c1)-c1onc(C(=O)N3CCCC(C)C3)c1CC2 (stereo not given)	-12	-6
Cc1ccc2c(CN3CCN(c4ccccc4F)CC3)cc(=O)oc2c1	-1	2
CCCN1CCn2cc(C(=O)N3CCN(c4ccccc4)CC3)nc2C1	63*	-4
COc1ccc2[nH]cc(CCN3CC(C(=O)Nc4nc5ccc(C)cc5s4)CC3=O)c2c1 (stereo not given)	56*	-2

A portion of the library, so the mix of outcomes need not match the whole.
